SV40 large T antigen: TAg ATPase/helicase activity blockers – biochemical (AID 1903). one-dose inhibition, % at 20 µM; IC50 in µM for titrated hits. hit rate 0.39% among 310,000. SV40 large T antigen ATPase/helicase inhibition assay; higher % means a stronger effect; in the data active = a potency from the dose series; inconclusive = inhibition mostly from about 32% at the one dose, without a potency; inactive = the rest, 99 in 100 with inhibition below about 32%; note: strong numbers were not always called active
NS5 inhibitors: flavivirus cap methylation enzyme inhibition – biochemical, confirmation dose response, primary screen (AID 588689). Dengue-2 NS5 methyltransferase capping enzyme assay, biochemical; higher % means a stronger effect. inhibition, % at 25 µM; hits with a dose series show IC50 in µM. hit rate 0.3% among 340,000; in the data active = a potency from the dose series; inconclusive = inhibition above about 29% without an active follow-up result
GPR35 arrestin U2OS: inhibition of zaprinast-stimulated GPR35 beta-arrestin translocation – imaging, U2OS, beta-arrestin-GFP, zaprinast agonist, primary screen (AID 2058); U2OS GPR35 beta-arrestin-GFP translocation imaging, zaprinast antagonism; higher % means a stronger effect; one-dose inhibition, % at 10 µM; IC50 in µM for titrated hits; hit rate 0.052% among 290,000;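 active = inhibition of at least 50% with at least 30 cells and total cytoplasm GFP at most 10,000,000; inconclusive = under 30 cells or total GFP of 10,000,000 plus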
UTI89 phage lysis: protection from phage-mediated lysis, alamar blue read-out – E. coli UTI89, K1F phage, bacterial capsule biogenesis inhibitors (AID 488966) | E. coli UTI89 K1F phage lysis, alamar blue, 2 h; higher % means a stronger effect | inhibition, % at 100 µM, or IC50 in µM where a hit was titrated | hit rate 0.02% among 340,000;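 active = phage lysis inhibition, versus mean bacterial control, above a set limit; inconclusive = no clear call, values can overlap the other calls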;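 note: capsule biogenesis inhibitors block K1F phage lysis so surviving cells raise fluorescence; higher fluorescence means more inhibition of phage lysis; actives were called in the ten point dose series up to 300 µM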
PhoP inhibition: PhoP-dependent GFP reporter repression – Salmonella Typhimurium, primary screen (AID 1863); S. Typhimurium PhoP-regulated promoter GFP reporter, 4 h; higher % means a stronger effect; inhibition, % at 50 µM; hits with a dose series show IC50 in µM; hit rate 0.16% among 300,000;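 active = inhibition over 29.93%, a cutoff 3 SD above the screen mean, later confirmed by dose response; inconclusive = inhibition over 29.93% but no dose response follow-up; inactive = inhibition at most 29.93% or unconfirmed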;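 note: 0% = low Mg2+ inducing control and 100% = high Mg2+ repressing control; strong numbers were not always called active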
Rac1 GTP hydrolysis: MgcRacGAP GTPase-activating activity inhibitors, confirmation, biochemical, ADP Hunter fluorescence | MgcRacGAP-stimulated Rac1 GTP hydrolysis, ADP Hunter fluorescence; higher % means a stronger effect; GST-tagged Rac1 F28L mutant substrate | inhibition, % at 30 µM; hits with a dose series show IC50 in µM | hit rate 0.6% among 340,000 | AID 624330;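 active = first-screen hits whose inhibition reached a set limit at any dose in the follow-up dose series; inconclusive = inhibition above the set first-screen limit but never retested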;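 note: fluorescence reports GDP produced by GAP-driven GTP hydrolysis; strong numbers were not always called active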
RSV antiviral HEp-2: RSV antiviral activity via CPE protection, HEp-2 cells, primary 10 µM value included (AID 2391); HEp-2 cells, RSV-induced CPE inhibition; higher % means a stronger effect; CPE inhibition, % at 10 µM; hits with a dose series show IC50 in µM; hit rate 0.13% among 310,000; in the data active = a potency from the dose series; inconclusive = CPE inhibition mostly from about 23% at the one dose, without a potency; inactive = the rest, 99 in 100 with CPE inhibition below about 21%; note: strong numbers were not always called active
HIV peptide binding: cell-free HIV fusion peptide-binding blockers – biochemical, uHTS, fluorescence dequenching, primary screen (AID 1986). cell-free peptide binding, fluorescence dequenching, 30 min; higher % means a stronger effect. inhibition, % at 20 µM; hits with a dose series show IC50 in µM. hit rate 0.3% among 290,000; in the data active = inhibition mostly above about 52%, no sharp cut-off; inactive = mostly below about 76%; note: some results filed as inactive read as strong as hits
GPR55 LPI antagonism: GPR55 antagonists blocking LPI-driven arrestin recruitment, primary screen, imaging, U2OS, beta-arrestin-GFP, LPI agonist (AID 2013); inhibition, % at 10 µM; hits with a dose series show IC50 in µM; U2OS GPR55 beta-arrestin-GFP translocation imaging, LPI antagonism; higher % means a stronger effect; hit rate 0.13% among 290,000;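 active = spots per cell inhibited over 60%, with over 100 cells counted and total cytoplasm intensity under 500,000; inconclusive = wells with under 100 cells, flagged as likely toxic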;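 note: U2OS cells stably carrying GPR55 and arrestin-GFP stimulated by 5 µM LPI near EC80; imaged beta-arrestin-GFP aggregate spots per cell after agonist stimulation; plate controls were LPI-stimulated DMSO wells for no effect and DMSO wells without LPI for full effect; some results filed as inactive read as strong as hits; confirmed hits need IC50 under 10 µM and bright autofluorescent wells are also inconclusive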
The depositor's hits bear a star; ? = inconclusive; / = not tested or not shown; [ ] = another dose, or the depositor's remark.

smiles	SV40 large T antigen	NS5 inhibitors	GPR35 arrestin U2OS	UTI89 phage lysis	PhoP inhibition	Rac1 GTP hydrolysis	RSV antiviral HEp-2	HIV peptide binding	GPR55 LPI antagonism
S=P(c1ccc(N2CCOCC2)cc1N1CCOCC1)(N1CCOCC1)N1CCOCC1	/	3%	4%	-0.5%	/	10%	/	1.1%	3%
CCN1C(=O)C(=O)N(CC(=O)c2[nH]c(C)c(C(C)=O)c2C)C1=O	1%	4%	/	0.9%[50 µM]	-3%	9%	0.7%	/	/
O=C(/C=C/c1ccc2c(c1)OCO2)Nc1nc(-c2ccc(F)cc2)cs1	0%	/	3%	/	-1%	/	9.4%	21%	7%
O=C(Nc1ccc(CN2CCS(=O)(=O)CC2)cc1)c1ccc(F)cc1	14%	2%	10%	-0.8%	-12%	-12%	/	-0.7%	9%
CN(C)c1cccc2c1c(NC(=O)c1ccc(F)cc1)nn2C	17%	1%	12%	0.4%	-11%	15%	3.5%	-2.3%	11%
COc1ccc(OC)c(S(=O)(=O)n2ccnc2C(C)C)c1	10%	-7%	2%	-1.1%	-2%	-5%	0.1%	-0.7%	-16%
Cc1nnc(SCC(=O)O)o1	-3%	-3%	3%	0.8%	-3%	-1%	-0.7%	-0.8%	9%
O=c1c2ccccc2[nH]c(=S)n1CCCN1CCN(c2ccccc2)CC1	3%	-15%	14%	0.3%	10%	3%	44%	-2.4%	-5%
O=C(N1CCOCC1)N1CCC(NC(=O)C23CC4CC(CC(C4)C2)C3)CC1	7%	-5%	-3%	0.1%	6%	8%	1.1%	-0.8%	11%
CC(=O)c1cccc(NC(=O)Nc2csc3c2CCCC3)c1	3%	5%	-13%	0.0%	3%	9%	7.0%	2.5%	8%
COC(=O)[C@H]1[C@@H](C)N(CCc2cc(OC)c(OC)c(OC)c2)C(=O)N[C@H]1c1ccccc1	24%	-2%	/	-0.5%	/	9%	-1.1%	/	/
Cc1cc(NC(=O)CSc2nnc(-c3ccco3)n2C)no1	/	-7%	/	1.4%[50 µM]	/	1%	1.0%	/	/
COCCCn1c(SCC(=O)NC2CCCC2)nnc1-c1cccs1	4%	5%	13%	0.1%	-6%	5%	1.4%	0.4%	9%
COc1cc(Nc2ncnc(N)n2)cc(OC)c1	13%	3%	-4%	0.5%	-9%	8%	0.7%	-0.5%	-3%
CCC(C)(C)C1CCc2[nH]nc(C(=O)NCc3ccccn3)c2C1 (configuration not stated)	8%	-3%	/	1.3%	0%	5%	2.7%	/	/
CCOC(=O)[C@H]1[C@H]2COc3ccc(OC)cc3[C@@H]2N2C(=O)CN(Cc3ccc(OC)cc3)C(=O)[C@@]12C	/	1%	/	-0.1%	/	4%	0.1%	/	/
O=C(COc1ccccc1-c1ccccc1)N/N=C/c1cccc2ccccc12	13%	4%	16%	3.3%	-3%	5%	19%	1.0%	/
COc1ccc(CCC(=O)Nc2cccc(Cl)c2)cc1	15%	-1%	-4%	0.7%[50 µM]	-2%	7%	1.2%	-0.7%	14%
CCOC(=O)Cn1c(-c2cccnc2Cl)nc2cc(Cl)c(Cl)cc21	5%	2%	26%	3.3%	-12%	-2%	-0.1%	-2.6%	11%
O=C1C(Cl)=C(N2CCCCCC2)C(=O)N1c1ccccc1Cl	11%	9%	0%	0.8%[50 µM]	7%	10%	0.4%	1.1%	3%
CC(C)CC1NC(=O)N(Cc2cc(=O)n3ccsc3n2)C1=O (configuration not stated)	2%	-2%	-10%	-0.6%	4%	-11%	3.1%	0.8%	13%
CCN(C(=O)CN1C(=O)S/C(=C\C=C\c2ccccc2)C1=O)C1CCS(=O)(=O)C1 (configuration not stated)	8%	-11%	-6%	0.5%	1%	5%	1.0%	0.9%	5%
COCCCNC(=O)c1cn(CC(C)C)c(=O)c2c1c1ccccc1n2C	5%	-1%	8%	-0.6%	-1%	-6%	2.7%	0.8%	-3%
COc1ccccc1CCCNC(=O)C1CCC(=O)N(Cc2ccccc2F)C1 (configuration not stated)	13%	6%	-20%	0.2%	-4%	/	0.2%	1.4%	-2%
COc1ccc(/C=N/NC(=O)CNS(=O)(=O)c2ccc(C)cc2)cc1	4%	4%	-4%	-0.3%	6%	0%	0.9%	-1.7%	17%
CN(C)/C=C(\C#N)c1nc2ccccc2[nH]1	3%	-3%	2%	-0.5%	15%	19%	1.2%	-1.1%	0%
COc1ccccc1-c1nc2ccccc2nc1-c1ccccc1	13%	2%	-6%	0.1%	-10%	13%	2.1%	-1.8%	19%
O=C(CSc1ccc(-c2nc3ccccc3[nH]2)cn1)Nc1ccc(S(=O)(=O)NC2CC2)cc1	16%	-5%	5%	-0.8%[50 µM]	11%	-4%	1.2%	1.8%	-6%
Cn1cccc1-c1cc(C(=O)N/N=C/c2ccc([N+](=O)[O-])cc2)[nH]n1	8%	-6%	5%	0.8%	6%	5%	2.4%	-1.3%	1%
CC(C)=NNc1nc2c(c(=O)[nH]c(=O)n2C)n1CCCc1ccccc1	0%	1%	-3%	0.0%	6%	6%	1.3%	-5.5%	26%
CC(C)OCCCNC(=O)[C@H]1N2C(=O)c3ccccc3C2SC1(C)C (some centres not stated)	3%	-10%	-6%	0.4%	/	10%	1.9%	1.4%	-7%
O=C(c1ccc(N2C(=O)C3CC=C(Cl)CC3C2=O)cc1)N1CCOCC1 (configuration not stated)	8%	/	17%	2.4%	7%	3%	2.9%	0.5%	0%
O=C(NCCc1ccccc1)C(=O)NCC1(c2ccccc2)CCCC1	16%	2%	8%	0.0%	-4%	7%	-0.3%	-1.5%	-2%
COc1ccc(Cl)cc1Nc1nc(C)cc(C)c1C(N)=O	0%	-3%	-15%	0.4%	1%	8%	2.6%	-1.2%	11%
O=C(Nc1c(S(=O)(=O)c2ccccc2)csc1Br)c1ccccc1Cl	2%	/	5%	/	-1%	/	/	1.3%	17%
O=C(Nc1cccnc1Cl)c1cc(-c2cccc(O)c2)on1	4%	2%	9%	0.5%	0%	6%	0.9%	0.3%	-5%
CCOC(=O)c1cc(=O)[nH]c2ccccc12	4%	-2%	26%	0.0%	9%	13%	1.8%	0.1%	0%
COc1cc(/C=N/Nc2nncn2N)ccc1OCc1c(C)no[n+]1[O-]	2%	-13%	-15%	0.1%	13%	10%	2.1%	-1.3%	-7%
Oc1c(Cl)cc(Cl)cc1C=Nc1ccccc1N1CCCC1	17%	/	-11%	/	8%	/	51%	18%	?
CCOC(=O)NC(=O)CSc1nnnn1-c1ccc(C)cc1	7%	1%	-3%	1.0%	4%	5%	0.8%	-0.6%	-9%
CCc1n[nH]c(=S)n1/N=C/c1c(O)ccc2ccccc12	25%	-6%	5%	-0.2%	-2%	0%	-1.2%	0.1%	6%
COC(=O)N1C(=O)[C@@](c2ccccc2)(C2CCCCC2)N1C(=O)OC	5%	-4%	2%	-1.4%	6%	11%	-0.8%	0.5%	3%
COc1ccc(CCCC(=O)NCCc2ccccc2)cc1	11%	3%	10%	0.1%	-4%	9%	0.5%	-1.4%	-2%
CC(C)CCNC(=O)[C@H](Cc1ccccc1)N1Cc2ccccc2C1=O	11%	-2%	14%	-0.2%	-1%	/	0.2%	-1.0%	13%
Nc1c(C(=O)c2ccc(Cl)cc2)sc2nsc(SCCN3CCOCC3)c12	12%	18%	17%	-0.6%	-20%	2%	18%	18%	3%
CCOC(=O)C1=C(NC#N)OC(C)=C(C)C1c1ccc(O)cc1 (configuration not stated)	5%	-17%	-3%	0.4%	17%	10%	0.8%	0.3%	-6%
O=C(COc1ccccc1)NNc1c2ccccc2nc2ccccc12	20%	3%	14%	0.1%	-6%	13%	7.2%	-5.9%	6%
Cc1cc(NC(=O)c2cc(-c3ccco3)on2)n(-c2ccccc2)n1	6%	-5%	13%	5.7%	-9%	11%	1.0%	29%	-6%

In a second layout: results already given.
> Nc1c(C(=O)c2ccc(Cl)cc2)sc2nsc(SCCN3CCOCC3)c12
  SV40 large T antigen: 12%
  NS5 inhibitors: 18%
  GPR35 arrestin U2OS: 17%
  UTI89 phage lysis: -0.6%
  PhoP inhibition: -20%
  Rac1 GTP hydrolysis: 2%
  RSV antiviral HEp-2: 18%
  HIV peptide binding: 18%
  GPR55 LPI antagonism: 3%
> CCOC(=O)C1=C(NC#N)OC(C)=C(C)C1c1ccc(O)cc1 (configuration not stated)
  SV40 large T antigen: 5%
  NS5 inhibitors: -17%
  GPR35 arrestin U2OS: -3%
  UTI89 phage lysis: 0.4%
  PhoP inhibition: 17%
  Rac1 GTP hydrolysis: 10%
  RSV antiviral HEp-2: 0.8%
  HIV peptide binding: 0.3%
  GPR55 LPI antagonism: -6%
> O=C(COc1ccccc1)NNc1c2ccccc2nc2ccccc12
  SV40 large T antigen: 20%
  NS5 inhibitors: 3%
  GPR35 arrestin U2OS: 14%
  UTI89 phage lysis: 0.1%
  PhoP inhibition: -6%
  Rac1 GTP hydrolysis: 13%
  RSV antiviral HEp-2: 7.2%
  HIV peptide binding: -5.9%
  GPR55 LPI antagonism: 6%

New compounds follow.
smiles	SV40 large T antigen	NS5 inhibitors	GPR35 arrestin U2OS	UTI89 phage lysis	PhoP inhibition	Rac1 GTP hydrolysis	RSV antiviral HEp-2	HIV peptide binding	GPR55 LPI antagonism
O=C(NNc1ncnc2c1cnn2-c1ccc(F)cc1)c1cccs1	-4%	-7%	-2%	0.5%	4%	11%	2.2%	-0.6%	3%
O=C(Nc1cccc2cccnc12)c1ccc(Cl)cc1Cl	5%	-2%	0%	0.0%	-2%	6%	0.2%	1.5%	-2%
Cc1ccc(S(=O)(=O)Nc2cccc(C(=O)N3CCCC3)c2)cc1F	9%	1%	/	0.2%[50 µM]	1%	1%	-1.6%	/	/
Cc1ccccc1NS(=O)(=O)c1ccc2[nH]cc(C(=O)NCCCN3CCOCC3)c(=O)c2c1	-3%	2%	-1%	0.4%	-4%	11%	-1.2%	157%	18%
CC(=O)c1c(C)n(-c2ccc(Br)cc2)c2ccc(O)cc12	15%	2%	0%	0.5%	3%	5%	1.4%	1.5%	10%
Cc1ccccc1C(=O)Nc1cccc(-c2ccc(N3CCOCC3)nn2)c1	11%	-2%	/	0.0%[50 µM]	10%	3%	-1.1%	/	/
Cc1cccc(Oc2ncnc3onc(C)c23)c1	4%	-5%	-1%	0.1%	-3%	4%	1.0%	-0.4%	8%

Screening results deposited in PubChem BioAssay by several laboratories.
